# MT stabilizer = microtubule stabilization, imaging screen; 200,000 tested, 0.83% active; HeLa tubulin immunostaining HCS, 24 h; share of cells brighter than vehicle mean+2SD; % tubulin-high responders, % at 10 µM; AID 2205;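 active = plate Z-score above 3 for both tubulin-high and condensed-nucleus cell shares, with cell loss under 80%, at 10 µM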;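 note: anti alpha tubulin signal scored within the nucleus-defined area of each cell; some results filed as inactive read as strong as hits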
# M17LAP inhibition = P. falciparum M17LAP inhibitors, primary screen, biochemical, fluorogenic H-Leu-NHMec substrate, 1536-well (AID 1619); inhibition, % at 30 µM; hits with a dose series show IC50 in µM; 220,000 tested, 0.38% active; recombinant M17LAP, H-Leu-NHMec fluorogenic kinetic assay; higher % means a stronger effect;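 active = compound inhibiting the enzyme by more than half at any dose during confirmatory dose-response retesting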;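 note: plate controls were full reaction with DMSO carrier for no effect and no enzyme background for full effect; strong numbers were not always called active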
# Autophagy mod = alters autophagy in cells; calls only at 10 µM (by protocol); MEF GFP-LC3 puncta imaging; test concentration mostly 10 µM; AID 463193; 190,000 tested, 0.98% active;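 active = percentage of spot-positive cells more than 3 SD above its plate mean, without a fluorescence outlier flag or 80% toxicity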;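 note: spot-positive cell cutoff set from DMSO-treated cells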
# Yfh1-depleted yeast = enhancers of respiration in Yfh1-depleted yeast, dose response, Friedreich's ataxia, plus single-dose screen (AID 1465). S. cerevisiae Yfh1-off respiration, WST-1 reduction, 72 h; higher fold induction means a stronger effect. fold induction at 50 µM; hits with a dose series show EC50 in µM. 220,000 tested, 0.074% active;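 active = fold induction of absorbance versus untreated yeast above a set limit, then at least 30% activation at any dose in follow-up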;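 note: activators that raise dye reduction in frataxin-depleted yeast; strong numbers were not always called active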
# P. falciparum M1AAP = P. falciparum M1AAP inhibitors, biochemical, fluorogenic H-Leu-NHMec substrate, 1536-well (AID 1445) | inhibition, % at 30 µM, or IC50 in µM where a hit was titrated | recombinant M1AAP, H-Leu-NHMec fluorogenic kinetic assay; higher % means a stronger effect | 220,000 tested, 0.42% active;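 active = primary inhibition above the hit cutoff, then over 50% inhibition at one or more dose response concentrations, cut at about 23% in these data, passing the limit was not always enough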;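 note: plate controls were DMSO full reaction for no effect and no enzyme background for full effect; strong numbers were not always called active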
# T cell HTS = T cell immune modulation candidate; 2C CD8+ T cell-vesicle binding, flow cytometry; stronger effect = lower value; 330,000 tested, 0.068% active; calls only at 7 µM; AID 2052;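 active = response, share of CD8 T cells binding vesicles, and their 90th percentile fluorescence all below set limits, cut at about 80% in these data, passing the limit was not always enough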
#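 Assay system – 2C mouse CD8+ T cells · Also added – QL9-loaded Drosophila micro-vesicles · Timing – Cell–vesicle co-incubation 1.5 h at 37 °C, staining 20 min on ice · Signal – flow cytometry of vesicle-bound cells · Measure – percent CD8+ FL2 mean versus row control · Controls – Peptide-free naked vesicles (low) and QL9 vesicles with 0.7% DMSO vehicle (high)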
# WT yeast gro inh = growth inhibition of WT yeast, mitochondrial fusion screen; inhibition, % at 10 µM; mitochondrial fusion phenotypic screen, WT strain; 190,000 tested, 2.1% active; in the data active = inhibition above about 58%; tested in S. cerevisiae
# bCat nuc transl = beta-catenin nuclear translocation modulation; HeLa beta-catenin nuclear translocation, immunofluorescence imaging; nuclear translocation activity, % at 5 µM; 190,000 tested, 0.3% active; AID 1665;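 active = nuclear translocation activity above 50% at 5 µM, with a well cell count of 50 or more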;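 note: per-cell ratio of nuclear to cytoplasmic median beta-catenin stain intensity; plate controls were DMSO negative control for no effect and GSK-3 inhibitor IX positive control for full effect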
#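 test system = HeLa cells, endogenous beta-catenin | dosing = single 5 µM dose plus 0.02–20 µM confirmation series | times = compound treatment 24 h, 37°C, 5% CO2 | technique = beta-catenin immunofluorescence imaging with DAPI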
# Dynein transport = blocks dynein driven cargo transport along microtubules; z-score, hits read low; 3617.4 mouse cells, GR-EGFP nuclear translocation imaging; test concentration mostly 20 µM; stimulated with dexamethasone, 1 µM; stronger effect = lower value; 220,000 tested, 0.47% active;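 active = plate z-score of nuclear minus cytoplasmic receptor signal below a set negative limit, without overly bright fluorescence or cell loss, cut at about -3.5 in these data, passing the limit was not always enough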;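 note: z-score of nuclear minus cytoplasmic ring GR-EGFP intensity difference per well; some compounds called inactive have numbers as strong as hits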
#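 Buffer or medium: tet-free, stripped-serum medium; reagent: dexamethasone at 1.0 µM final, 30 min; incubation: 48 h induction, 1 h compound, 30 min dex at 37 °C; measured by: formaldehyde fixation, Hoechst nuclear stain, 10x automated fluorescence imaging; read-out: nuclear-to-cytoplasmic GR-EGFP distribution per well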
# WT yeast gro inh mutant strain = further read-out of WT yeast gro inh, marked with its call; inhibition, %; mitochondrial fusion phenotypic screen, mutant strain inhibition
# Dynein transport cytoplasmic EGFP = second read-out of Dynein transport, no call of its own (marks repeat the call); z-score; measured here: cytoplasmic GR-EGFP intensity; stronger effect = higher value
# Dynein transport nuclear GR-EGFP = also measured in Dynein transport; calls as there; z-score; measured here: nuclear GR-EGFP intensity;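 lower value marks the stronger effect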
# Dynein transport cell count = also measured in Dynein transport; calls as there; z-score; measured here: cell count per field
# bCat nuc transl cell count 5 µM = further read-out of bCat nuc transl, marked with its call; cell count; measured here: cell count, cytotoxicity flag
# T cell HTS vesicle-bound % = recorded beside T cell HTS, whose call it bears; double positive events, %; measured here: CD8+ vesicle-bound cell fraction;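 binding gate set so that unloaded-vesicle control wells show 10% double positive cells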
# MT stabilizer Hoechst-high % = also measured in MT stabilizer; calls as there; % Hoechst-high responders; measured here: nuclear condensation Hoechst responders;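 share of cells brighter than vehicle mean plus two SD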
# MT stabilizer cytotoxicity % = also measured in MT stabilizer; calls as there; toxicity, %; measured here: cytotoxicity by cell density;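 0% = mean cell density of plate MIN control wells and 100% = no cells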
# Autophagy mod cell loss 18 h = further read-out of Autophagy mod, marked with its call; toxicity, %; measured here: cell loss, nuclei count;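 cell loss after 18 h compound exposure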
# * marks the source's active call; other numbers are inactive results; i = inactive; / = not tested or not shown. Random draw from the library (roughly 4.4% active in at least one column).
SMILES,MT stabilizer,MT stabilizer Hoechst-high %,MT stabilizer cytotoxicity %,M17LAP inhibition,Autophagy mod,Autophagy mod cell loss 18 h,Yfh1-depleted yeast,P. falciparum M1AAP,T cell HTS,T cell HTS vesicle-bound %,WT yeast gro inh,WT yeast gro inh mutant strain,bCat nuc transl,bCat nuc transl cell count 5 µM,Dynein transport,Dynein transport cytoplasmic EGFP,Dynein transport nuclear GR-EGFP,Dynein transport cell count
CC(=O)Cn1nnc2sc(-c3ccccc3)cc2c1=O,3.8,2.9,0.8,9%,i,10,i,9%,i,11,-6,-9,0.3,1060,-0.33,-0.35,0.17,0.84
CS(=O)(=O)N1CCN(C(=O)CCC2CCCC2)CC1,1.8,2.5,9.8,-6%,i,-8,i,1%,i,9,-3,-2,0.4,1286,-0.44,0.34,-0.042,0.18
O=C(O)c1cccc(CSc2n[nH]c(-c3ccc(Cl)cc3Cl)n2)c1,2.1,1.9,9.6,12%,i,9,i,7%,i,26,2,-1,1.4,1507,-0.59,-0.08,-0.16,0.59
N#C/C(=C/c1ccc(Oc2ccc([N+](=O)[O-])cn2)cc1)C(=O)N1CCOCC1,2.0,2.7,4.1,10%,i,-6,i,11%,i,52,-1,12,-2.3,1015,-0.44,-0.2,-0.16,0.39
CCC(C)NC(=O)[C@H](CSCc1ccccc1)N1Cc2ccccc2C1=O (stereo partly specified),2.9,2.3,8.7,0%,i,16,/,7%,i,45,-7,-9,-1.7,501,-0.66,-0.074,0.27,0.59
Cc1nc2ccccc2nc1OCC(=O)Nc1ccc2ccccc2c1,2.8,2.2,1.5,4%,i,8,i,4%,i,7,4,19,/,/,0.41,-0.29,-0.13,-0.34
O=C(c1cccc(S(=O)(=O)N2CCOCC2)c1)N(Cc1ccc(F)cc1)Cc1ccco1,3.9,1.5,5.3,-5%,i,29,i,2%,i,27,12,1,0.4,1528,0.91,0.0047,0.93,-0.79
COCCNC(=O)Cn1nc(C(F)(F)F)c(Br)c1C,3.3,2.1,7.3,0%,i,-6,i,0%,i,8,9,13,-1.0,1054,0.25,-0.31,0.7,0.044
COc1cc(C(=O)Nc2nccs2)ccc1OCc1c(C)noc1C,4.6,1.6,6.1,-4%,i,-7,i,-2%,i,35,0,15,-3.1,664,-0.96,-0.15,-0.21,1.2
CCn1c(=O)c(C(=O)CN2CCN(S(=O)(=O)c3ccccc3)CC2)c(N)n(Cc2ccccc2)c1=O,4.1,2.2,8.2,-4%,i,6,i,3%,i,43,-18,13,0.4,992,1.2,0.22,0.91,-1.1
CN(C)C(=O)c1c([N+](=O)[O-])c(C(C)(C)C)nn1C,1.4,3.4,5.6,15%,i,1,i,9%,i,45,3,-12,4.0,457,-0.4,-0.27,-0.59,0.69
c1cc(N2CCCC2)ccc1C(c1nnnn1C1CCCCC1)N1CCOCC1 (stereo unspecified),2.7,1.8,6.5,-12%,i,-22,i,1%,i,9,-8,69,1.7,1156,0.019,-0.16,-0.015,-0.78
O=C(NC(=S)N1CCN(c2nc(-c3ccccc3)cs2)CC1)c1cccnc1,4.0,4.2,6.6,4%,i,-6,i,1%,i,47,44,33,-0.8,1005,-0.28,-0.29,-0.53,0.44
COc1ccc(-c2nnc3ccc(SCC(=O)N4CCOCC4)nn23)cc1,/,/,/,/,/,/,i,/,i,45,0,2,-1.2,991,/,/,/,/
CN1CCN(c2c(F)cc3c(=O)c(C(=O)O)cn(CCF)c3c2F)CC1,/,/,/,-2%,/,/,/,-6%,/,/,-1,6,-1.7,1170,/,/,/,/
COc1ccc(/C=N\NC(=O)C2=NNC(=O)C2C)cc1 (stereo unspecified),2.4,2.4,8.9,81%,i,11,i,13%,i,41,0,2,/,/,0.71,-0.39,0.47,0.19
CN(C)S(=O)(=O)Oc1ccsc1C(=O)Nc1ccc(Br)cc1,1.2,1.7,5.9,-8%,i,-2,i,2%,i,42,10,-7,-0.2,1062,-0.71,-0.14,-0.4,0.35
CN=CC1=C(O)c2ccccc2C1=O,2.8,1.8,6.4,11%,i,-3,i,0%,i,17,16,10,4.8,1363,0.35,-0.32,0.24,-0.53
Cc1cc(NC(=O)CSc2ccc3nnc(CCNS(=O)(=O)c4ccccc4)n3n2)no1,1.2,2.3,5.5,17%,i,5,i,7%,i,36,2,1,-1.1,1095,-0.44,-0.27,-0.13,0.44
Cc1cc(=O)oc2cc(OCC(=O)OC(C)C(=O)NC3CCCC3)ccc12 (stereo unspecified),2.9,1.5,4.5,-4%,i,15,i,-2%,i,55,0,0,-1.2,1085,1.3,-0.33,0.91,-0.26
CN(c1ccc([N+](=O)[O-])cc1C(=O)Nc1ccccc1)C1CCCCC1,2.4,3.1,5.3,6%,i,12,i,7%,i,15,-6,-10,-0.7,1471,-0.28,1.1,0.56,2.3
COC(=O)c1cn(CC(=O)N2CCCCCC2)c2ccccc12,3.0,1.2,6.6,29%,i,6,i,3%,i,46,-1,-4,0.4,1006,-0.37,-0.26,-0.24,-0.21
CC(C)N1C(=O)CC(Nc2cccc3cccc(N)c23)C1=O (stereo unspecified),4.4,1.3,3.4,0%,i,17,i,6%,/,/,-1,0,0.0,1075,0.13,-0.3,0.0017,0.65
Cc1ccc(-c2nc3ccc([N+](=O)[O-])cc3[nH]2)cc1,2.7,1.4,6.8,-1%,i,10,i,12%,i,21,16,7,-3.3,1084,-0.0068,-0.31,-0.08,-0.24
Cc1nc(Nc2cccc(C(C)O)c2)c2nnn(Cc3ccccc3F)c2n1 (stereo unspecified),2.2,2.0,10,9%,i,-17,i,2%,i,24,-6,4,0.3,1027,-0.77,-0.35,-0.34,0.95

# Brought forward from above: 3 entries, followed by the next part.
SMILES,MT stabilizer,MT stabilizer Hoechst-high %,MT stabilizer cytotoxicity %,M17LAP inhibition,Autophagy mod,Autophagy mod cell loss 18 h,Yfh1-depleted yeast,P. falciparum M1AAP,T cell HTS,T cell HTS vesicle-bound %,WT yeast gro inh,WT yeast gro inh mutant strain,bCat nuc transl,bCat nuc transl cell count 5 µM,Dynein transport,Dynein transport cytoplasmic EGFP,Dynein transport nuclear GR-EGFP,Dynein transport cell count
CC(C)N1C(=O)CC(Nc2cccc3cccc(N)c23)C1=O (stereo unspecified),4.4,1.3,3.4,0%,i,17,i,6%,/,/,-1,0,0.0,1075,0.13,-0.3,0.0017,0.65
Cc1ccc(-c2nc3ccc([N+](=O)[O-])cc3[nH]2)cc1,2.7,1.4,6.8,-1%,i,10,i,12%,i,21,16,7,-3.3,1084,-0.0068,-0.31,-0.08,-0.24
Cc1nc(Nc2cccc(C(C)O)c2)c2nnn(Cc3ccccc3F)c2n1 (stereo unspecified),2.2,2.0,10,9%,i,-17,i,2%,i,24,-6,4,0.3,1027,-0.77,-0.35,-0.34,0.95
CCOc1ccc2nc(SCC(=O)NC3CCCc4ccccc43)sc2c1 (stereo unspecified),2.7,2.7,10,-3%,i,-5,i,6%,i,5,-15,-17,1.0,523,-0.16,-0.3,-0.23,-0.069
COc1ccc(N2CCN(C(=O)CCNS(=O)(=O)c3ccc(Br)s3)CC2)cc1,1.7,1.4,4.8,2%,i,-3,i,8%,i,52,13,5,/,/,-0.67,-0.22,0.11,-1.5
COC(=O)CN(c1ccccn1)S(=O)(=O)c1ccccc1,1.5,2.1,8.0,-17%,i,7,i,2%,i,41,8,-4,0.5,1361,0.1,-0.18,0.087,-0.11
O=C(c1ccccc1)N(Cc1nc2ccccc2c(=O)[nH]1)C1CCCC1,2.0,1.4,3.6,4%,i,-16,i,-3%,i,58,10,-1,-2.1,1083,0.94,-0.27,0.49,0.95
O=C(CCN1C(=O)C2CC=C(Cl)CC2C1=O)NCc1ccccc1 (stereo unspecified),4.1,2.5,4.1,6%,i,-6,i,-1%,i,33,-18,2,0.8,462,0.13,-0.26,0.05,0.37
O=C(CN1C(=O)NC2(CCCCCCC2)C1=O)N1CCc2ccccc2C1,2.6,1.4,11,-6%,i,-2,i,2%,i,32,-3,3,2.0,1406,-0.52,-0.19,-0.19,0.13
COc1cc(OC)c(OC)cc1/C=N/NC(=O)C[n+]1ccccc1,5.8,3.1,7.2,-2%,i,12,/,4%,i,46,-12,-1,-0.7,896,0.17,-0.16,-0.11,-0.4
COCCN(C(=O)/C=C/c1ccccc1)c1c(N)n(Cc2ccccc2)c(=O)[nH]c1=O,1.2,2.3,5.0,-2%,i,-3,i,3%,i,16,-15,13,-1.3,1119,-0.45,-0.37,-0.75,-0.029
O=C(COC(=O)/C(=C/c1cccs1)c1cccs1)NC(c1ccccc1)c1ccccc1,2.5,4.2,9.3,2%,i,9,i,5%,i,7,36,31,/,/,0.062,-0.31,-0.31,-0.37
C=CCN(CC=C)C(=S)Nc1ccc(OC)c(OC)c1,2.3,1.6,8.9,6%,i,13,i,3%,i,17,-12,-5,-2.7,931,0.016,-0.34,0.052,0.65
N#Cc1c(NCCO)nc(NCc2ccccc2)c2c1CCN(Cc1ccccc1)C2,2.5,2.2,13,-7%,i,-8,i,10%,i,26,-11,-14,-0.7,1401,-0.7,0.014,-0.2,-0.72
